# Screens: PubChem, several laboratories
# PfHsp40 rescue – restores yeast growth despite PfHsp40 toxicity. growth rescue, % at 12.5 µM. S. cerevisiae expressing PfHsp40, growth rescue, ATP luminescence. 0.68% of 340,000 active. AID 504582; in the data active = growth rescue above about 28%, passing the limit was not always enough; inconclusive = no clear call, values can overlap the other calls;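 also: yeast W303a lacking pdr1 and pdr3 grown in galactose medium; growth measured after three days at 30 °C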
# Anthrax LF prot – inhibitors of Bacillus anthracis lethal factor protease. 0.12% of 360,000 active. inhibition, % at 10 µM. AID 588501. multiplex microsphere protease cleavage assay, LF; also: plate controls were buffer without enzyme for full effect and enzyme alone for no effect
# BoNT F protease – blocks Botulinum neurotoxin F light chain protease | Multiplex microsphere protease cleavage assay, flow cytometry | inhibition, % at 10 µM | 0.22% of 360,000 active | AID 588497; in the data active = inhibition above about 35%, passing the limit was not always enough; inconclusive = no clear call, values can overlap the other calls; also: plate controls were buffer without enzyme for full effect and enzyme alone for no effect
# FadD28 binding – blocks FadD28 binding to the bisubstrate probe; fluorescence polarization; inhibition, % at 12.5 µM; 0.22% of 360,000 active; AID 588549; in the data active = inhibition above about 8.5%, passing the limit was not always enough; inconclusive = no clear call, values can overlap the other calls
# BoNT-A LC inh2 – BoNT A light chain protease inhibition | multiplex microsphere protease substrate cleavage, flow cytometry | inhibition, % at 10 µM | 0.17% of 360,000 active; also: plate controls were buffer without enzyme for full effect and enzyme alone for no effect
# Mtb BioA inh – blocks M. tuberculosis BioA enzyme activity. purified M. tuberculosis BioA enzyme, plate reader. inhibition, % at 9.99 µM. 0.096% of 360,000 active. AID 602481; in the data active = inhibition above about 40%; inconclusive = no clear call, values can overlap the other calls
# FBA Mtb inh – inhibits M. tuberculosis FBA enzyme | purified M. tuberculosis FBA, fluorescence read-out | inhibition, % at 1 µM | 2.3% of 360,000 active; in the data active = inhibition above about 27%;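 also: 0% = vehicle and 100% = reference inhibitor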
# Target sequence (P9WQA3 whole entry, looked up): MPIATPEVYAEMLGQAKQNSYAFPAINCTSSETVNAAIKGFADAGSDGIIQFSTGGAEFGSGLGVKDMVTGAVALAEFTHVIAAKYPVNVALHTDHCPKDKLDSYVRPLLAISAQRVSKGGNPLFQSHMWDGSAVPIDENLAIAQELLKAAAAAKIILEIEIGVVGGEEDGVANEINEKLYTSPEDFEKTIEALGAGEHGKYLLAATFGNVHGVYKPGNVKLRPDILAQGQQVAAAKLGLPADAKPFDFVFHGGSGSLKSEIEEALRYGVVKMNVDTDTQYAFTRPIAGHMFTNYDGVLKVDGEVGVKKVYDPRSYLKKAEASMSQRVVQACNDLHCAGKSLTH
# GDH-TPI inh – counter-screen for M. tuberculosis FBA inhibitors: GDH-TPI coupled enzymes; GDH-TPI coupled enzyme counterscreen, NADH absorbance; 1.2% of 360,000 active; inhibition, % at 4.8 µM; in the data active = inhibition above about 30%;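 also: 0% = DMSO wells and 100% = wells lacking the enzyme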
# Mtb UGM inh – Mtb UDP-galactopyranose mutase inhibition | 0.06% of 320,000 active | inhibition, % at 10 µM | purified UGM, fluorescence polarization probe displacement | P9WIQ1; in the data active = inhibition above about 10%, passing the limit was not always enough; inconclusive = no clear call, values can overlap the other calls
# Target sequence (P9WIQ1 whole entry, looked up): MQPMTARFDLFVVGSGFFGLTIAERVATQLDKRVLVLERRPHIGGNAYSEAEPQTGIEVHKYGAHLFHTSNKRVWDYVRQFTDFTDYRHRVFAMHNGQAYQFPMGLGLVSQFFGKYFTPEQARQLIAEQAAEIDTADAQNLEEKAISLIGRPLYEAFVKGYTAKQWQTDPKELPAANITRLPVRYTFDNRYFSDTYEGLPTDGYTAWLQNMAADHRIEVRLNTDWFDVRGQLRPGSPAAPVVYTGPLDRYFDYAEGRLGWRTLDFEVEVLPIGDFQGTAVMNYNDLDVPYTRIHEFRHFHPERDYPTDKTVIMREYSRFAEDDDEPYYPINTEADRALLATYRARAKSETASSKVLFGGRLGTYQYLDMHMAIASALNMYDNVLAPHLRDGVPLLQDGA
# An asterisk follows results filed as active; ? = inconclusive; . = not tested or not shown; & = joins results of further samples. Rule as the data show it, unless noted: active = inhibition above about 30%; inconclusive = no clear call, values can overlap the other calls; inactive = below that.
# The line under a structure holds: PfHsp40 rescue	Anthrax LF prot	BoNT F protease	FadD28 binding	BoNT-A LC inh2	Mtb BioA inh	FBA Mtb inh	GDH-TPI inh	Mtb UGM inh
- COc1ccc(CNC(=O)C2CCN(S(=O)(=O)c3ccc4c(c3)NC(=O)CO4)CC2)cc1
→ 1.0	0	2	-1.1	2.6	1.1	0	3	1.0
- COc1ccc(NC(=O)Nc2cc(C(=O)O)ccc2N2CC3CC(C2)c2cccc(=O)n2C3)c(OC)c1 (configuration not stated)
→ 2.2	4	16	-1.2	3.3	-1.2	-1	-5	0.8
- CCOc1ccc(N2C(=O)/C(=C/c3ccccc3OCC(=O)OC)N(CC(=O)OC)C2=S)cc1
→ 1.1	-2	-12	-8.0	-1.7	.	-1	3	2.8
- CCN1CCN(Cc2ccc(NC(=O)c3cc(NC(=O)c4cc(-c5ccc(OC)cc5)n[nH]4)cc(OC)c3)cc2C(F)(F)F)CC1
→ -2.0	-8	-14	67*	-1.4	-0.5	-1	9	1.3
- CC(=O)c1ccc(S(=O)(=O)Nc2cccc(-c3cn4c(n3)SCC4)c2)cc1
→ 0.5	-1	-2	-0.7	0.1	2.2	0	3	0.9
- N#Cc1c(SCc2cccc(Cl)c2)sc(C(=O)c2ccccc2)c1N
→ 1.1	3	-12	-1.4	-0.8	1.1	-1	12	-2.4
- CCC(=NCC1CCCO1)c1c(O)n(-c2ccc(OC)cc2)c(=O)[nH]c1=O (configuration not stated)
→ -0.9	11	?	-3.5	2.3	0.4	2	6	0.8
- COc1ccccc1NC(=S)N1CCN(c2cccc(C)c2C)CC1
→ 0.9	7	?	-0.7	-0.7	-0.6	1	-6	0.6
- CC(C)N1CCc2c(sc(NC(=O)c3ccc(S(=O)(=O)N4CCCCC4C)cc3)c2C(N)=O)C1 (configuration not stated)
→ -0.2	0	2	-3.7	-0.6	-1.8	-1	2	-1.3
- CC(=O)c1c(C)oc2ccc(N(C(C)=O)S(=O)(=O)c3ccc(F)cc3C)cc12
→ 1.8	1	-6	1.9	-1.1	-1.1	-1	1	-2.4
- CCOc1cc(N2CCOCC2)c(OCC)cc1NC(=O)c1ccc(OCc2c(C)noc2C)c(OC)c1
→ 0.4	-1	-3	-1.0	0.1	.	-2	1	1.7
- Cc1csc(NC(=O)CCSCCc2ccccn2)n1
→ 1.4	1	-2	0.8	0.2	-1.5	3	3	1.2
- C(=N\Nc1nc(N2CCCCCC2)nc(N2CCCCCC2)n1)/c1ccccc1
→ 1.9	-1	-3	-1.1	0.4	.	0	11	-2.0
- CCCn1c(NC(=O)CSCC(=O)Nc2cc(C)on2)nc2ccccc21
→ -0.5	-2	11	-0.2	8.1	-0.1	-1	7	-1.6
- CC12CN3CC(C)(CN(C1)C3c1ccc([N+](=O)[O-])o1)C2 (configuration not stated)
→ 3.7	0	?	-1.7	-1.1	2.0	1	11	0.7
- CCOc1cc(C(=S)N2CCOCC2)ccc1OS(=O)(=O)c1ccc(C)cc1
→ -0.3	-10	?	-2.8	-0.6	1.2	2	0	1.9
- CCOC(=O)C(CC)n1cnc2c(nnn2-c2ccc(F)cc2)c1=O (configuration not stated)
→ -0.8	1	-13	-1.7	-1.1	1.0	0	-13	-0.1
- Cc1cc(NC(=O)COC(=O)CSc2nc3cc(Cl)ccc3n2Cc2ccccc2)no1
→ -1.3	-4	-22	-0.2	-1.5	-0.4	2	14	2.3
- COc1ccc(C(=O)CN(C(=O)c2ccc(Cl)cc2)N2C(=O)c3ccccc3C2=O)cc1
→ 2.5	-10	2	-2.9	4.8	-0.4	0	1	0.8
- CCOc1ccccc1NC(=S)NCC1CCCO1 (configuration not stated)
→ 0.9	1	-6	-2.5	-1.1	.	0	4	-0.7

# Compound profiles, as listed above:
# COc1ccccc1NC(=S)N1CCN(c2cccc(C)c2C)CC1 is entered as PfHsp40 rescue = 0.9; Anthrax LF prot = 7; BoNT F protease = ?; FadD28 binding = -0.7; BoNT-A LC inh2 = -0.7; Mtb BioA inh = -0.6; FBA Mtb inh = 1; GDH-TPI inh = -6; Mtb UGM inh = 0.6
# CC(C)N1CCc2c(sc(NC(=O)c3ccc(S(=O)(=O)N4CCCCC4C)cc3)c2C(N)=O)C1 (configuration not stated) is entered as PfHsp40 rescue = -0.2; Anthrax LF prot = 0; BoNT F protease = 2; FadD28 binding = -3.7; BoNT-A LC inh2 = -0.6; Mtb BioA inh = -1.8; FBA Mtb inh = -1; GDH-TPI inh = 2; Mtb UGM inh = -1.3

# (list continues)
# The line under a structure holds: PfHsp40 rescue	Anthrax LF prot	BoNT F protease	FadD28 binding	BoNT-A LC inh2	Mtb BioA inh	FBA Mtb inh	GDH-TPI inh	Mtb UGM inh
- CC(C)(C)OC(=O)NC(Cc1ccccc1)C(=O)NCCCC(=O)O (configuration not stated)
→ 0.1	-5	-3	1.2	0.6	0.3	0	0	-3.3
- COC(=O)NC(NC(=S)Nc1ccc([N+](=O)[O-])cc1)C(Cl)(Cl)Cl (configuration not stated)
→ 1.3	-4	-11	-2.4	-1.3	3.1	-2	6	6.3
- N#CCCN1CCN(S(=O)(=O)c2ccc(S(=O)(=O)N3CCCCCC3)cc2)CC1
→ 2.4	-4	2	-3.8	0.0	-1.3	-1	3	-2.0
- Cc1cc(C)c(S(=O)(=O)NCCc2ccccc2)c(C)c1
→ 4.5	-2	-28	-2.2	-3.5	.	0	6	0.7
- COc1ccc(NC(=O)N(C)C[C@@H]2Oc3ccc(NC(=O)NC(C)C)cc3CC(=O)N([C@H](C)CO)C[C@@H]2C)cc1
→ 1.3	1	8	-0.4	-0.5	-0.1&1.0	0	1	-6.0
- Fc1ccc(CCNCc2ccc(Br)cc2)cc1
→ -0.1	0	-17	-1.6	-0.7	0.1	2	3	-0.4
- Cc1ccc2nc3c(c(C(=O)OCC(=O)N(C)C4CCS(=O)(=O)C4)c2c1)CCCC3 (configuration not stated)
→ -2.0	3	-4	-2.4	-0.2	.	22	1	-0.2
- Cn1c(=O)c2c(nc3n2CC(O)CN3c2ccccc2)n(C)c1=O (configuration not stated)
→ -1.5	-1	-9	-2.1	-1.0	.	1	-3	0.5
- COc1ccc(-c2noc3c2-c2nc(-c4c(F)cccc4F)sc2CC3)cc1
→ -1.4	-1	-8	-0.4	0.3	-0.6	-1	6	0.5
- Fc1ccc(-c2csc(N3CCC(c4ccccc4)C3)n2)cc1 (configuration not stated)
→ -0.4	0	0	0.8	-0.4	0.0	3	-3	-1.3
- CC(C(=O)NCC1CCCCC1)N(C)CC(=O)Nc1ccc(N2CCOCC2)cc1 (configuration not stated)
→ -0.6	-4	-4	-4.8	-1.0	.	0	-5	-0.5
- Cn1cnnc1SCc1ccc(F)c2ccccc12
→ 0.2	-3	1	-3.0	-0.8	2.9	-3	-1	-1.4
- C[C@@H]1COC(=O)[C@H](CC(=O)OC(C)(C)C)C/C=C\C[C@H](CC(=O)N(CCO)Cc2ccccc2)C(=O)N1
→ 3.4	-2	8	-2.3	0.1	-1.9	5	14	0.8
- CCc1cccc(OCCCN2C(=O)NC(C)(C)C2=O)c1
→ -1.1	-2	3	-1.9	0.0	-0.1	2	0	1.3
- Cc1cc(C2=NNC(=NC3CC3)SC2)c(C)n1-c1c(C)n(C)n(-c2ccccc2)c1=O
→ -0.5	-2	-17	-2.4	1.2	.	2	11	-0.9
- CCC(CC)c1nnc(NC(=O)CS(=O)(=O)c2ccccc2)s1
→ 0.1	-3	9	-0.7	-2.4	-0.4	-1	10	0.5
- CCOC(=O)N=S(=O)(Oc1ccc([N+](=O)[O-])cc1)c1ccc(Cl)cc1 (configuration not stated)
→ -0.2	-5	-7	-0.4	-0.3	-0.1	2	1	-0.4
- O=[N+]([O-])c1ccc2c(c1)nnn2-c1ccccc1
→ -2.1	.	.	-0.6	.	-0.9	0	1	0.5
- Cc1ccc(S(=O)(=O)N2CCN(C(=O)c3ccnn3C)CC2)cc1C
→ 0.7	-4	12	0.7	2.3	-0.1	2	0	0.2
- CN1CCN(NC(=O)c2cccc(Br)c2)CC1
→ -0.1	-3	-11	-0.6	-0.7	-4.0	5	10	0.0

# Continued.
mol	PfHsp40 rescue	Anthrax LF prot	BoNT F protease	FadD28 binding	BoNT-A LC inh2	Mtb BioA inh	FBA Mtb inh	GDH-TPI inh	Mtb UGM inh
CC1CCCC(C)N1C(=O)COc1ccccc1F (configuration not stated)	0.8	9	-3	-0.7	-1.9	.	-1	-2	2.9
Nc1c(N(Cc2ccco2)C(=O)COc2ccccc2)c(=O)[nH]c(=O)n1Cc1ccccc1	0.0	6	-1	-1.6	-0.2	-2.3	0	-6	-3.8
CS(=O)(=O)Nc1ccc(C2=NN(S(C)(=O)=O)C(c3ccc4nccnc4c3)C2)cc1 (configuration not stated)	-0.1	6	-13	-4.8	18	2.6	2	0	-1.1
CSCCC(NC(=O)c1occc1C)C(=O)O (configuration not stated)	2.0	-12	-1	-0.5	-0.5	.	2	5	-1.4
COc1ccc(CC2(CO)CCN(Cc3ccncc3)CC2)cc1	0.1	-10	2	-0.5	-0.6	.	3	-5	3.1
COc1ccc(NC(=O)c2ccc(=O)oc2)cc1	-1.1	1	6	-3.5	1.3	0.4	2	-2	1.0
O=C(NCc1nnnn1-c1ccc(Cl)cc1)c1ccc2c(c1)OCO2	.	2	-8	0.1	0.1	9.9	3	9	.
COc1ccc(N=C2C(=Nc3ccc(OC)cc3)N(c3ccc(OC)cc3)C(=S)N2c2ccccc2)cc1	-0.2	-8	-9	-0.2	-0.8	-1.8	0	6	-4.4
CCN(CC)CCNC(=O)Cn1c(C)cc2ccccc2c1=O	-0.4	1	-9	0.0	0.0	-0.6	7	16	0.3
Cc1ccc(Cn2c(C)c(C(=O)NCc3ccc4c(c3)OCO4)sc2=O)cc1	.	-14	-4	-4.0	-0.4	1.3	5	10	.
CC1(C)C2CC=C(CN3CCC(O)CC3)C1C2 (configuration not stated)	-0.1	-2	0	0.2	?	-8.1	4	0	-2.7
Cc1cc(C)n(CCNC(=O)C2CCC(=O)N(Cc3ccc(Cl)cc3)C2)n1 (configuration not stated)	-0.4	0	-4	-0.4	0.5	1.4	-1	-4	0.0
COc1ccc(CCNC(=O)C2CCN(S(=O)(=O)c3cccc4nonc34)CC2)cc1OC	-0.6	0	12	-2.0	0.8	0.0	3	0	-3.8
CCOc1ccc(NC(=S)N(CCOC)C2CCN(C(C)C)CC2)cc1	0.2	3	-6	-3.2	-1.5	0.1	1	-9	-0.9
NC1=NC(=Nc2cccc(S(N)(=O)=O)c2)c2ccccc21	-0.8	-1	4	-3.6	0.3	5.5	0	8	-1.0
COC(=O)\C(C(C)=O)=C(/C=C/C=C/N(C)C)N(C)C	0.1	-3	?	-3.4	-1.4	0.4	12	-2	1.8
CN(C(=O)CSc1ccncc1)C1CCCN(Cc2ccccc2F)C1 (configuration not stated)	-1.9	1	3	0.1	0.4	-5.7	11	7	0.8
Cn1nc(CSc2ccccc2)c(C=O)c1Cl	0.4	-1	4	-1.2	0.5	0.4	0	-7	-0.7
c1cc2c3c(cccc3c1)NC1(CCC3(CC1)Nc1cccc4cccc(c14)N3)N2	-0.6	-5	-37	-0.8	-3.8	5.6	24	3	1.1
Cc1nc(N2CCN(C(=O)c3ccco3)CC2)c2c3c(sc2n1)CCCC3	?	5	30	0.1	?	21	6	3	-0.5
CN(C)c1nc(N(C)C)n(C(=O)c2cccs2)n1	-0.7	2	5	0.3	1.1	.	3	7	-2.5

# Reformatted: results already given
canonical_smiles: CCOc1ccc(NC(=S)N(CCOC)C2CCN(C(C)C)CC2)cc1
  PfHsp40 rescue = 0.2
  Anthrax LF prot = 3
  BoNT F protease = -6
  FadD28 binding = -3.2
  BoNT-A LC inh2 = -1.5
  Mtb BioA inh = 0.1
  FBA Mtb inh = 1
  GDH-TPI inh = -9
  Mtb UGM inh = -0.9
canonical_smiles: NC1=NC(=Nc2cccc(S(N)(=O)=O)c2)c2ccccc21
  PfHsp40 rescue = -0.8
  Anthrax LF prot = -1
  BoNT F protease = 4
  FadD28 binding = -3.6
  BoNT-A LC inh2 = 0.3
  Mtb BioA inh = 5.5
  FBA Mtb inh = 0
  GDH-TPI inh = 8
  Mtb UGM inh = -1.0
